NR1D1 modulator – Rev-erb alpha (human) modulation | P20393 | Rev-erbα–FITC-DNA binding, fluorescence polarization, 90 min | activity, % at 10 µM | 370,000 tested, 0.79% active | AID 1259318;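 active means activity above about 14%, limit read from the data; passing the limit was not always enough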;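 further: 0% = DMSO wells with 35 nM protein and 100% = DMSO wells with 750 nM protein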
MBD2 DNA inh – inhibitors of human MBD2 binding to methylated oligonucleotide | TR-FRET | inhibition, % at 4.4 µM | 370,000 tested, 0.31% active | AID 686964; in the data active means inhibition above about 13%
Target sequence (Q9UBB5 whole entry, looked up): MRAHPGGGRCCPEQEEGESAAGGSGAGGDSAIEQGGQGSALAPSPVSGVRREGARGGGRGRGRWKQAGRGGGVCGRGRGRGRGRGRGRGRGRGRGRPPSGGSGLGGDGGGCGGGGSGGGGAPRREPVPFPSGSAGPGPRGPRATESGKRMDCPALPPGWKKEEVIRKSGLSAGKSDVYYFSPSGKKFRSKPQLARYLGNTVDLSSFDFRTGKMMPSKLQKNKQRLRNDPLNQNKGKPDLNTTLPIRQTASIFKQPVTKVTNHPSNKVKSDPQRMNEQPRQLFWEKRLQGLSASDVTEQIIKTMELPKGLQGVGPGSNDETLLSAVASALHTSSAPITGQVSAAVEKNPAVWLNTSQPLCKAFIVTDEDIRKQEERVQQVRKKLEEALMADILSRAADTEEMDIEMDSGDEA
hcDAF-12 act – activates DAF-12 receptor from parasite H. contortus; HEK293 hcDAF-12 lit1-tk-luc reporter, luminescence; 0% DMSO, 100% Δ7-dafachronic acid; activation, % at 6.8 µM; 370,000 tested, 1.4% active; AID 652067;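 active means activation above the mean of all tested compounds plus 3 SD, cut at about 5.5% in these data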;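 further: 100% = response to 3 µM Δ7-dafachronic acid high control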
hgDAF12 agonist – agonists of H. glycines DAF-12 nuclear receptor; HEK293 GAL4-hgDAF12 UAS-luciferase reporter, agonist luminescence; normalized to butyrate control; activation, % at 6.8 µM; 370,000 tested, 1.8% active; AID 687014;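 active means activation above a cutoff set at the mean of all screened compounds plus 3 SD, cut at about 10% in these data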;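 further: 0% = DMSO wells and 100% = sodium butyrate wells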
ssDAF-12 act – activators of S. stercoralis DAF-12 nuclear receptor. 370,000 tested, 1% active. activation, % at 6.8 µM. HEK293 ssDAF-12/GRIP1 lit1-tk-luc reporter, luminescence; % of 3 µM dafachronic acid response. AID 652126;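 active means activation above the mean over all tested compounds plus 3 SD, cut at about 0.9% in these data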;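 further: 0% = DMSO-only wells and 100% = 3 µM delta7-dafachronic acid wells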
DAX1 inh-1 – blocks DAX1 repression of SF-1 activated StAR promoter | 370,000 tested, 1.1% active | AID 652010 | HEK293T StAR-luciferase reporter, SF-1/DAX-1 repression relief | inhibition, % at 6.8 µM;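 active means inhibition above the mean over all tested compounds plus 3 SD, cut at about 3.6% in these data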;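 further: 0% = DAX-1 cells with DMSO and 100% = cells lacking DAX-1 with DMSO; higher inhibition means more luminescence from relief of DAX-1 repression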
ADAM17 inh – ADAM17 inhibition, QFRET primary screen. AID 720648. P78536. 370,000 tested, 0.83% active. recombinant ADAM17, EDANS/DABCYL FRET peptide cleavage. inhibition, % at 6.95 µM;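 active means inhibition above the mean of compounds lying between control limits plus 3 SD, set per campaign, cut at about 8.5% in these data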;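 further: 0% = DMSO-only wells as the low control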
Target sequence (P78536 215-824 limits assumed): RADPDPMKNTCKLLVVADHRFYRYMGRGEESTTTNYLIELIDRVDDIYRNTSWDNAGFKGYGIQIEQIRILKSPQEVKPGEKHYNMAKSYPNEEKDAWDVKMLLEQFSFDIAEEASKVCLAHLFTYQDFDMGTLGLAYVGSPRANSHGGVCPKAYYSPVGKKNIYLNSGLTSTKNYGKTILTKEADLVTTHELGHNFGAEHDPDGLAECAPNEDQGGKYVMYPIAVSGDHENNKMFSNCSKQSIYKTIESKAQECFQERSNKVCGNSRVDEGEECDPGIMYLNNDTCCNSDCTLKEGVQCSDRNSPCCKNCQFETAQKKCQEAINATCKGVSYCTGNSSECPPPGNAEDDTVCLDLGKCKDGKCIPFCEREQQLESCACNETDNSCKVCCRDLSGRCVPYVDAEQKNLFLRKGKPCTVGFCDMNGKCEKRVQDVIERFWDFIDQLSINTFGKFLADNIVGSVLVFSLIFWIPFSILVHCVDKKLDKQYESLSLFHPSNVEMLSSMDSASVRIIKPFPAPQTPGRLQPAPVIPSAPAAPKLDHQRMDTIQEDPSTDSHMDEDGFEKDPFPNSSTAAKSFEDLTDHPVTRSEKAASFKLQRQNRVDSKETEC
SMARCA2 act – activators of SMARCA2 function; AID 652017; activation, % at 9.1 µM; 370,000 tested, 1% active; MG213 cells, MMTV-luciferase reporter, dexamethasone, overnight; in the data active means activation above about 7.8%;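 further: 0% = vehicle wells and 100% = reference activator wells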
DAX1 inh-2 – inhibitors of human orphan nuclear receptor DAX1 (NR0B1); HEK293 Gal4-DAX1 luciferase reporter, luminescence; inhibition, % at 6.75 µM; 340,000 tested, 0.99% active; AID 504766;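 active means inhibition above the mean over all tested compounds plus 3 SD, cut at about 4.2% in these data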;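 further: 0% = DAX1-transfected cells with DMSO and 100% = empty-vector control cells with DMSO; inhibition shows as a rise in luminescence from relieved DAX1 repression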
PLCg1 inh – blocks human PLC-gamma1 enzyme activity. P19174. purified PLC-gamma1, fluorogenic substrate, fluorescence. inhibition, % at 12.2 µM. 370,000 tested, 0.84% active. AID 720700; in the data active means inhibition above about 9.5%
PLCb3 inh – inhibitors of human phospholipase C beta3; Q01970; Purified PLC-beta3, fluorogenic substrate, fluorescence; inhibition, % at 12.2 µM; 370,000 tested, 0.18% active; AID 720704; in the data active means inhibition above about 11%;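 further: 0% = median of compound wells on plate and 100% = full blocker control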
Numbers without * were called inactive; / = no result given.

Each structure is followed by: NR1D1 modulator	MBD2 DNA inh	hcDAF-12 act	hgDAF12 agonist	ssDAF-12 act	DAX1 inh-1	ADAM17 inh	SMARCA2 act	DAX1 inh-2	PLCg1 inh	PLCb3 inh
Cc1nc2ccc(C(=O)N3CCN(c4ccccc4)CC3)cc2s1
  -1	-1	-0.7	-0.6	-0.8	0.0	-3	0	-0.7	1	2
O=C(C1Cc2ccccc2CN1C(=O)c1ccccc1)N1CCN(c2ccccc2)CC1 (stereo unspecified)
  0	6	0.3	-2.5	-0.9	0.8	-5	-1	-0.1	1	-10
CC1C(=O)N2CCCc3cc(NC(=O)CC(C)(C)C)cc1c32 (stereo unspecified)
  1	0	-1.7	-1.4	-0.8	-0.5	-6	-2	0.0	-3	-8
c1cc2c(cc1CNc1ccc(N3CCOCC3)cc1)OCO2
  1	0	0.8	-2.4	-1.1	-0.8	-23	1	2.3	-127	-172
Cc1ccc(O)c(-c2cc(C(=O)Nc3ccc(S(=O)(=O)Nc4nccc(C)n4)cc3)[nH]n2)c1
  -2	-1	-0.7	1.6	-1.2	1.0	0	0	-1.8	3	-5
CC1CCCC(NC(=O)C2CCN(S(=O)(=O)N3CCCCCC3)CC2)C1C (stereo unspecified)
  4	-5	-1.9	-3.1	-0.9	0.3	-3	-5	-0.3	-3	4
COc1ccc(CCN=C(N)Nc2nc(C)cc(C)n2)cc1
  10	0	-1.4	0.7	-2.0	0.4	-4	-2	0.1	1	-3
CCOC(=O)c1ccccc1NC(=O)COC(=O)C1CC(=O)N(CCc2ccccc2)C1 (stereo unspecified)
  1	-4	0.8	-1.6	-0.4	0.5	-2	1	-0.2	-2	-9
CCCn1nnnc1-c1cccc(Cl)c1
  -9	-5	-2.4	-1.2	-0.9	-0.6	-3	-3	-0.7	0	-2
CC(C)CC1NC(=O)c2cc(Cl)ccc2-n2c1nc1ccccc1c2=O (stereo unspecified)
  -5	5	0.7	-4.0	-0.8	0.4	1	0	/	0	1

Compound profiles, from the list above. Screens in order: NR1D1 modulator | MBD2 DNA inh | hcDAF-12 act | hgDAF12 agonist | ssDAF-12 act | DAX1 inh-1 | ADAM17 inh | SMARCA2 act | DAX1 inh-2 | PLCg1 inh | PLCb3 inh
CCOC(=O)c1ccccc1NC(=O)COC(=O)C1CC(=O)N(CCc2ccccc2)C1 (stereo unspecified) reads 1 | -4 | 0.8 | -1.6 | -0.4 | 0.5 | -2 | 1 | -0.2 | -2 | -9
CC1CCCC(NC(=O)C2CCN(S(=O)(=O)N3CCCCCC3)CC2)C1C (stereo unspecified) reads 4 | -5 | -1.9 | -3.1 | -0.9 | 0.3 | -3 | -5 | -0.3 | -3 | 4

Continuation:
Each structure is followed by: NR1D1 modulator	MBD2 DNA inh	hcDAF-12 act	hgDAF12 agonist	ssDAF-12 act	DAX1 inh-1	ADAM17 inh	SMARCA2 act	DAX1 inh-2	PLCg1 inh	PLCb3 inh
COc1ccccc1CNS(=O)(=O)CCNC1CC1
  -4	-2	-0.7	0.0	-1.0	-1.0	-3	-2	-0.5	1	1
CC(=O)c1cccc(NC(=O)CN(c2ccccc2)S(C)(=O)=O)c1
  5	0	-1.2	0.2	-0.9	-0.1	-1	0	0.6	1	1
COc1ccc(-n2c(SCC(=O)NN=Cc3c(O)ccc4ccccc34)nnc2-c2ccc(C(C)(C)C)cc2)cc1
  1	1	2.2	-1.0	-1.4	-0.8	-4	-4	/	0	0
Nc1cc(-c2ccc(Cl)cc2)nn1S(=O)(=O)c1ccccc1
  -1	1	-1.6	-0.9	-1.3	-1.3	-2	-6	-0.2	0	1
O=C(NCC(=O)N1CCCCC1)c1ccc(Br)o1
  -2	-3	5.1	3.5	-0.7	1.5	0	2	0.3	-1	-9
O=C(CSC1=Nc2ccccc2C2CC=NN12)Nc1ccc(F)cc1Cl (stereo unspecified)
  11	-3	5.4	2.9	0.2	0.4	-1	-1	3.9	-1	-1
Cc1nn(-c2ccccc2)c2[nH]c(=O)cc(C(F)(F)F)c12
  2	-2	-1.1	0.2	-1.5	0.4	-44	-5	-0.3	-40	-66
Cc1ccc(OC(=O)C2c3ccccc3Oc3ccccc32)cc1C
  11	-4	-2.4	-1.2	-1.3	-0.5	2	-1	0.0	1	1
O=C(NCc1ccccc1)C1=C[C@@H](c2ccc(Br)cc2)C[C@@H](OCCCCO)O1
  -1	0	-2.3	-0.8	-0.8	0.4	1	1	0.3	-2	-3
O=C(Cn1c(=O)c2cccn2c2ccccc21)Nc1ccc(F)cc1F
  3	5	-1.0	-2.1	-0.7	-1.3	1	5	0.6	0	-2

Going on with the list:
Each structure is followed by: NR1D1 modulator	MBD2 DNA inh	hcDAF-12 act	hgDAF12 agonist	ssDAF-12 act	DAX1 inh-1	ADAM17 inh	SMARCA2 act	DAX1 inh-2	PLCg1 inh	PLCb3 inh
CCOC(=O)c1cnn(-c2nc(-c3ccc(F)cc3)cs2)c1C(F)(F)F
  -1	0	-0.8	0.6	-1.6	0.5	0	2	-0.2	-8	-2
CCC(C(=O)OCC(=O)Nc1ccc(Cl)c(S(=O)(=O)N(C)C)c1)c1ccccc1 (stereo unspecified)
  -2	-5	-1.9	-0.7	-1.2	-0.2	6	-3	-2.5	0	5
Cc1cccc(NC(=S)NCc2cccn2C)c1
  0	-3	0.5	0.8	-1.3	0.1	3	-2	-0.6	-9	-17
O=C(CSc1nnnn1-c1ccc(O)cc1)Nc1ccc(N2CCOCC2)c(Cl)c1
  5	0	0.3	2.5	-2.0	-1.4	1	-2	-0.3	-1	-2
C/C(=N\NC(=O)CCc1ccccc1)c1ccc(Br)cc1
  -1	2	0.4	2.3	-1.2	-0.2	-3	-4	1.0	1	-1
Cn1c(C(=O)N2CCC(C(=O)N3CCOCC3)CC2)cc2sccc21
  8	2	0.1	1.6	-1.1	-0.6	-1	-1	0.0	3	0
COc1ccccc1NC(=O)C(=O)NCC(c1ccco1)N1CCc2ccccc21 (stereo unspecified)
  6	-3	-0.9	1.1	-0.8	-2.5	4	-2	1.4	-5	-3
Cc1ccc(C(=O)Nn2cnnc2)cc1[N+](=O)[O-]
  -1	0	-0.3	-3.9	-1.4	0.0	0	-2	0.7	3	1
O=C(O)c1nn(-c2ccc(Cl)cc2)ccc1=O
  2	0	-1.2	-1.1	-0.8	0.1	0	-5	-0.3	5	5
CCN(CC)CCNC(=O)c1ccc(NC(=O)c2cc(-c3ccncc3)nc3ccccc23)cc1
  3	-5	-0.5	0.0	-1.4	1.3	-1	8.4*	1.2	0	-8

The results go on:
Each structure is followed by: NR1D1 modulator	MBD2 DNA inh	hcDAF-12 act	hgDAF12 agonist	ssDAF-12 act	DAX1 inh-1	ADAM17 inh	SMARCA2 act	DAX1 inh-2	PLCg1 inh	PLCb3 inh
CCn1cc([N+](=O)[O-])c(C(=O)NCc2ccc(Cl)cc2)n1
  1	5	-0.1	-2.1	-1.3	0.2	-5	-6	0.1	1	1
C=CCN(C#N)c1nc(OC)nc(N2CCCC2)n1
  6	-5	-0.5	-0.4	-1.1	-0.8	-4	5	0.1	-2	0
O=C(C1CCC1)N1CCc2cc(S(=O)(=O)N3CCCC3)ccc21
  2	-1	-0.4	-3.7	-1.7	-0.8	0	-2	/	1	0
CCn1nnc2cc(C(=O)O)ccc21
  -3	-2	-1.4	-2.8	-1.7	0.6	-1	5	1.5	0	-8
Cc1occc1C(=O)NN=C1C2CC3CC(C2)CC1C3
  2	-4	4.3	9.3	0.5	4.0*	1	5	3.0	5	3
CCn1c(SCC(=O)N2CCCCC2)nc(O)cc1=O
  -2	1	-0.3	1.5	-1.0	-0.7	-2	1	-0.3	2	1
CCN(CCNC(=O)CC1Oc2ccccc2NC1=O)c1ccccc1 (stereo unspecified)
  3	4	2.3	-2.8	-1.2	-1.3	-1	-1	0.2	1	0
NS(=O)(=O)c1ccc(CCNS(=O)(=O)c2ccc(Cl)cc2)cc1
  -3	3	-1.1	-0.9	-1.0	0.0	-1	-2	-1.0	-3	-7
C=CCN1C(c2ccccc2)=CS/C1=C(/C#N)c1nnc(N2CCOCC2)n1-c1ccccc1
  -1	5	-1.2	-0.5	-1.0	0.0	-3	-2	-1.3	5	-1
CC(=O)c1cccc(NC(=O)C2CC(=O)N(Cc3ccccc3)C2)c1 (stereo unspecified)
  2	1	-0.5	-0.6	-1.3	-0.6	-1	-3	1.0	1	1

(further entries)
Each structure is followed by: NR1D1 modulator	MBD2 DNA inh	hcDAF-12 act	hgDAF12 agonist	ssDAF-12 act	DAX1 inh-1	ADAM17 inh	SMARCA2 act	DAX1 inh-2	PLCg1 inh	PLCb3 inh
O=C(Nc1ccon1)Nc1ccc(F)cc1F
  1	-2	-2.1	3.2	-0.9	0.2	-3	-2	-0.4	-1	-2
COc1cccc(-c2c(C#N)c(SC)nc3cc(C)nn23)c1
  39*	3	-1.6	-0.7	-1.2	0.9	-2	-5	0.5	-2	-10
Cc1ccc(C)c(N2CCN(C(=O)C3CCN(c4nc(C)cc(C)n4)CC3)CC2)c1
  -6	0	-3.3	-4.9	-2.2	-1.8	-4	-4	-1.4	-4	-8
O=C(c1cccc(Br)c1)N1CCN(S(=O)(=O)N2CCOCC2)CC1
  1	5	-1.0	-0.8	-1.2	-0.3	-4	-6	0.1	2	0
COC(=O)c1cc(NC(=O)CN2C(=O)C(=O)N(C3CCCC3)C2=O)cc(C(=O)OC)c1
  0	7	-0.9	-2.6	-1.4	-0.5	-9	-4	1.3	-1	-12
Cc1cc(C)n(-c2cc(Oc3ccccc3)ncn2)n1
  -5	-3	-3.1	2.8	-0.9	0.2	-3	-1	3.2	2	-1
COc1ccc(/C=C2\SC(=S)N(CCC(=O)Nc3ccccc3C(=O)O)C2=O)cc1
  -12	-3	-2.8	-1.9	-0.8	-0.2	2	-4	-1.1	2	-3
CCCCCCCCNCCS(=O)(=O)NN1CCOCC1
  -2	-3	-1.6	4.4	-0.4	-0.2	3	-5	-1.5	-1	3
O=C(Nc1cccc(Cl)c1)c1nc[nH]c1C(=O)NCCCCNC(=O)c1[nH]cnc1C(=O)Nc1cccc(Cl)c1
  4	1	-1.8	1.1	-1.3	-0.1	-4	1	1.6	1	0
O=C(Nc1cccc(-c2nc3ccccc3[nH]2)c1)c1ccco1
  -1	3	0.0	-1.4	-0.9	-1.3	0	2	0.5	-1	0
CCOC(=O)c1ccc(CC2S/C(=C(\C#N)C(C)=O)NC2=O)cc1 (stereo unspecified)
  1	-11	0.2	0.5	-1.1	0.4	6	-8	-0.6	-1	-9
Clc1ccc2c(NNc3ccccc3Cl)ccnc2c1
  2	-1	2.3	1.9	0.3	-0.5	-4	-1	1.5	-2	0
